Screens (PubChem)
AmpC detergent: inhibitors of E. coli AmpC beta-lactamase with detergent; Potency, µM (highest dose often 114 µM), without a hit: top-dose activity change, negative = inhibition, most hits filed as inhibitors; actives 0.041% (n = 370,000); P00811; AmpC hydrolysis of nitrocefin, absorbance 480 nm, 0.01% Triton; AID 485294;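 note: potency is the fitted concentration of half-maximal effect; 0% = no-compound wells and -100% = no-enzyme wells; nearly all actives have a fitted effect of over 25% in size; some results filed as inactive show a strong effect at the top dose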
Target sequence (P00811 whole entry, looked up): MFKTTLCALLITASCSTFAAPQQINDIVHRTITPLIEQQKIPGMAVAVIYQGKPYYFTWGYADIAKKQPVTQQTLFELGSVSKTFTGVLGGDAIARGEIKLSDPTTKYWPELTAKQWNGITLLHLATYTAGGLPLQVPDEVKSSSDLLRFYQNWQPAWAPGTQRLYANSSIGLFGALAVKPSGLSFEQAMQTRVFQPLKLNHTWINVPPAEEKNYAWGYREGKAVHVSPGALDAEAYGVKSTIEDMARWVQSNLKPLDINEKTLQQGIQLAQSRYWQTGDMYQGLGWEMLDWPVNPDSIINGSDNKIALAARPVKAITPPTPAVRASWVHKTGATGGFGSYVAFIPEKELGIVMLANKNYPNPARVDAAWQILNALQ
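20 mM phosphate pH 7.0 + 0.01% (detergent screen) or 0.0001% Triton X-100; 5.3 nM AmpC reagent; cpd preinc 15 min RT; nitrocefin (800 uM stock) to start; A480 q20 s × 4 min; Activity was normalised to no-enzyme and no-compound control wells.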
Sm TGR block: S. mansoni TGR enzyme inhibition; actives 3% (n = 360,000); Potency, µM (titrated, usually from 114 µM), for the others: top-dose activity change, negative = inhibition, hits mostly inhibitors; AID 485364; purified TGR, DTNB reduction, TNB absorbance 405 nm; note: potency is the fitted concentration of half-maximal effect; nearly all actives have a fitted effect of over 60% in size
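Kinetic colorimetric format: TGR-catalysed, NADPH-driven DTNB reduction monitored via TNB absorbance. Enzyme dispensed at 20 nM; compound exposure 15 min at room temperature before reaction start.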
HCMV inh: blocks human cytomegalovirus replication; activity change, negative = inhibition, % at 57.5 µM; actives 4.5% (n = 410,000); AID 1259415; HFF cells, HCMV-luciferase reporter, 72 h; active compounds read low; in the data active = activity change below about -60%; inconclusive = no clear call, values can overlap the other calls; inactive = above about -39%
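Human foreskin fibroblasts infected with luciferase-reporter HCMV at MOI 1 PFU/cell, compounds at two doses. Luciferase measured 72 h post infection; normalized to buffer-only basal and Salinomycin (10uM) controls.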
AMA1 RON2 block: AMA1-RON2 (P. falciparum) interaction inhibition; AID 720542; actives 0.2% (n = 360,000); AlphaScreen AMA1-biotinylated RON2 peptide binding; Potency, µM (series often up to 58.2 µM), inactives show at the top dose activity change, negative = inhibition, actives largely listed as inhibitors;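 note: potency is the fitted concentration of half-maximal effect; 0% = vehicle wells and -100% = peptide control; nearly all actives have a fitted effect of over 45% in size; some results filed as inactive show a strong effect at the top dose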
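AMA1 (3D7) with his tag at 25 nM final met compounds first, then biotinylated RON2 peptide at 25 nM; detection used donor plus acceptor beads, 10 µg/mL apiece, read by AlphaScreen after 30 min at room temperature.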
FBPA Giardia inh: Giardia lamblia aldolase inhibition | A8B2U2 | purified Giardia FBPA | Potency, µM (series often up to 59.6 µM), inactives show at the top dose activity, negative = inhibition, usual class: inhibitors | actives 0.71% (n = 290,000) | AID 2451; note: potency is the fitted concentration of half-maximal effect; nearly all actives have a fitted effect of over 55% in size
Target sequence (A8B2U2 whole entry, looked up): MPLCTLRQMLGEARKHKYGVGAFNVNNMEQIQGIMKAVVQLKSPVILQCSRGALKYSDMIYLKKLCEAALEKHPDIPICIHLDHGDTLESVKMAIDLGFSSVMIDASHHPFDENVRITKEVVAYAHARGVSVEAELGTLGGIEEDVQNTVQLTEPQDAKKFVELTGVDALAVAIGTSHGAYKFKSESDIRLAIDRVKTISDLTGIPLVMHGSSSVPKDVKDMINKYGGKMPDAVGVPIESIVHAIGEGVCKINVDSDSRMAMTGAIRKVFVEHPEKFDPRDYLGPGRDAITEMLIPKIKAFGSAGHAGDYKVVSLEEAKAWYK
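40 nM FBPA preincubated 10 min at RT with compound (up to 57.5 uM final), then substrate plus GAPDH/TPI/NAD/arsenate coupling and diaphorase/resazurin added. Fluorescence read after 20 min at RT, 525/598 nm.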
HCV inh: inhibitors of hepatitis C virus infection. Huh7.5.1 HCVcc-Cre infection, luciferase reporter, 44 h. Potency, µM (doses to about 41.8 µM), for the others: at the highest dose activity change, negative = inhibition, most hits filed as inhibitors. actives 3.4% (n = 340,000); note: potency is the fitted concentration of half-maximal effect
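Luciferase read-out (15 sec integration) after a 15 min room-temperature substrate step quantifies HCVcc-Cre infection. Cells, 1,000 per well, had compound added 4 h post-plating, then virus at ~0.5 moi, and were cultured 44 h.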
Numbers without * were called inactive; ? = inconclusive; . = no result given; & = joins results of further samples; [ ] = another dose, or the depositor's remark. Unless noted, calls come from the whole dose curve; as a rule, active = well fitted curve in the direction sought with a large enough effect; inconclusive = small, poorly fitted or top-dose-only effect, or another doubt; inactive = no such curve, though single readings can be large; an effect the other way counts as inactive or inconclusive. Unless noted, % is set by controls: 0 for no effect and ±100 for the full control effect. Outcome played no part in choosing rows (roughly 9.3% active in at least one column).

SMILES	AmpC detergent	Sm TGR block	HCMV inh	AMA1 RON2 block	FBPA Giardia inh	HCV inh
COc1ccc(C(=O)NCC23C=CC(O2)C2C(=O)N(Cc4ccccc4)C(=O)C23)cc1 (stereo not given)	?	3.5µM*	-33	8%	2%	?
COc1ccc(-n2c(Cc3cccn3C)nnc2SCC(=O)N2CCCc3ccccc32)cc1	4%	-14%	13	-12%	-1%	.
O=C(COC(=O)C1CCCCC1)Nc1cccc(Br)c1	-5%	-1%	-6	9%	.	12%
CCOc1ccc(S(=O)(=O)N2CCOCC2)cc1NC(=O)CN1C(=O)NC2(CCCC2)C1=O	?	-2%	-14	13%	.	4%
CS(=O)(=O)c1ccc(C(=O)NNC(=O)c2ccccc2-n2cccc2)cc1	5%	-17%	-19	39%[activator]	.	5%
COc1cccc(-c2nn(-c3ccccc3)cc2CN(C)Cc2c(C)nc3ccccn23)c1	10%	49%[activator]	-21	-24%	-8%	?
CC(=O)Nc1ccc(S(=O)(=O)NCC2CCC(C(=O)NCCC3=CCCCC3)CC2)cc1 (stereo not given)	?	-30%	72	0%	5%	-21%
O=C(Cn1cnc2ccccc2c1=O)NCCC(=O)Nc1ccc(F)cc1	-3%&-2%	-2%&-2%	21&0	-1%	-2%	1%
COc1cc2c(cc1O)C[C@H]1NCCc3cc4c(c-2c31)OCO4	?	-3%	-84*	?	?	11%[8.37 µM]
COc1ccc(NC(=O)Cn2c(=O)n(-c3cccc(C)c3)c(=O)c3c2c2cc(C)ccc2n3C)cc1OC	5%	-3%	11	.	.	.
COc1cccc(NC(=O)C2CC(=O)N(Cc3ccc(C)cc3)C2)c1 (stereo not given)	-4%	1%	33	0%	-5%	24%
COCCN1CN(S(=O)(=O)c2ccc(Cl)cc2)c2nc3ccccc3nc21	-13%	-17%	15	-2%	-1%	-11%
Nc1nnc(SCC(=O)Nc2ccccc2C(F)(F)F)s1	11%	2%	-2	.	.	.
COc1ccccc1OCCOc1ccc(C(=O)c2ccccc2)cc1	?	7%	?	4%	1%	?
O=C(/C=C/c1cccs1)Nc1nncs1	2%	3%	0	6%	5%	-9%
CN1CCN(CCC(=O)Nc2ccc(Br)cc2)CC1	-3%	-6%	-19	-2%	2%	-16%
Cc1nnc(SCC2=C(C(=O)O)N3C(=O)C(NC(=O)COc4ccccc4)C3SC2)s1 (stereo not given)	2%	7.9µM*	-29	16%	.	-5%
CC(Sc1nc(N)cc(N)n1)C(=O)NCCC1=CCCCC1 (stereo not given)	-2%	-8%	-9	-4%	.	11%
CC(=O)c1ccc(OCC(=O)NCc2ccc(F)cc2)cc1	-7%	-24%	-16	5%	4%	-7%
CC(NC(=O)c1cccs1)C(c1cccs1)N1CCN(c2ccccc2)CC1 (stereo not given)	-1%	0%	-8	0%	-1%	?
Nc1cc(-c2ccc(Br)cc2)nn1Cc1ccccc1	8%	7%	-77*	-3%	-6%	1.3µM*
CC(C(=O)NCC1CCCCC1)N1CCc2ccccc2C1 (stereo not given)	-11%	-8%	13	-9%	11%	-7%
COc1ccc(NC(=O)c2ccc(NC(=O)COC(=O)CC(NC(=O)c3ccccc3Cl)c3ccccc3)cc2)cc1 (stereo not given)	?	-10%	0	-9%	-4%	7%
Cc1ncsc1CCC(=O)N1CCCC(Nc2ccc(F)c(F)c2)C1 (stereo not given)	3%	-3%	-23	-12%	.	15%
Cc1cc(C)n(-c2n[nH]c(C)c2[N+](=O)[O-])n1	-3%	4%	-17	-1%	-2%	11%

Entries above that have bromine:
SMILES	AmpC detergent	Sm TGR block	HCMV inh	AMA1 RON2 block	FBPA Giardia inh	HCV inh
O=C(COC(=O)C1CCCCC1)Nc1cccc(Br)c1	-5%	-1%	-6	9%	.	12%
CN1CCN(CCC(=O)Nc2ccc(Br)cc2)CC1	-3%	-6%	-19	-2%	2%	-16%
Nc1cc(-c2ccc(Br)cc2)nn1Cc1ccccc1	8%	7%	-77*	-3%	-6%	1.3µM*

Other structures:
SMILES	AmpC detergent	Sm TGR block	HCMV inh	AMA1 RON2 block	FBPA Giardia inh	HCV inh
CCOC(=O)CSC1=Nc2ccccc2C2=NC(CC(=O)NCc3cccs3)C(=O)N12 (stereo not given)	1%	-1%	-15	2%	-1%	-18%&0%
C/C(CCc1ccccc1)=N\NC(=O)CCc1ccccc1	1%	-9%	11	16%	5%	11%
COC(=O)c1ccc(N=C2SCC(=O)N2C)cc1	-21%	-22%	-21	7%	1%	13%
O=C(CSc1nnc(Nc2ccccc2)s1)NCc1cccs1	-6%	-13%	-1	0%	7%	11%
CCc1c(C(=O)Nc2ncn(Cc3cccc(C)c3)n2)csc1C	-13%	-20%	-11	-5%	12%	0%
CCOC(=O)/C(=N/O)C1=NC(C)(C)Cc2cc(C)c(C)cc21	1%	1%	?	4%	3%	-18%
NC(=S)N=Nc1c(O)n(Cc2ccccc2)c2ccccc12	0%	-17%	?	45%[activator]	-3%	?
CCCCCCCc1c(O)nc(SCCN2CCOCC2)[nH]c1=O	-1%	0%	-10	-1%	-2%	15%
CN1CCN(C(=O)C2CCCN(S(=O)(=O)c3ccc(F)cc3)C2)CC1 (stereo not given)	0%	2%	16	?	.	-3%
CC(C)C(=O)NC(C)C(c1cccs1)N1CCOCC1 (stereo not given)	-6%	-1%	2	5%	14%	?
CCNc1nc(C)nc2c1cnn2C	.	.	64	0%	.	23%
N#Cc1c[nH]n2c(=O)c3c(nc12)CCCC3	-6%	-2%	.	.	-14%	.
CC(=O)c1c(C)[nH]c(C(=O)N(C)C(c2ccccc2)c2ccccc2)c1C	-9%	-14%	-2	-4%	5%	?
COc1ccc(S(=O)(=O)N2CCOC2CNC(=O)C(=O)NCCc2ccccc2)cc1OC (stereo not given)	-7%	-5%	?	-6%	7%	-3%
C=CC[C@@H](CC(=O)N(CCO)Cc1ccccc1)C(=O)N[C@@H](COC(=O)[C@H](CC=C)CC(=O)OC(C)(C)C)Cc1c[nH]c2ccccc12	.	.	-25	-9%	.	?
CC(=O)Nc1ccc(C(=O)COC(=O)c2cc(C)oc2C)c(F)c1	.	.	49	10%	.	-10%
COc1ccc2c(C)c(CC(=O)N3C[C@H]4C[C@@H](C3)c3cccc(=O)n3C4)c(=O)oc2c1OC	?	-5%	20	-2%	-2%	-24%
Cc1ccc(CNC(=O)CN(C2CCCCC2)S(C)(=O)=O)cc1	1%	0%	-22	-8%	4%	10%
CC(OC(=O)Cc1coc2cc3c(cc12)CCC3)C(=O)NC(N)=O (stereo not given)	4%	-6%	55	16%	5%	-26%
COc1cc(NC(=O)c2noc3c2CCc2ccccc2-3)cc(OC)c1OC	19%	1%	-16	.	.	.
O=C1c2ccc([N+](=O)[O-])cc2C(=O)N1Cc1cccnc1	-4%	?	-13	-3%	-8%	22%
Cc1cc(C)n(C(C)CNS(=O)(=O)c2ccc(C)c(C)c2)n1 (stereo not given)	-5%	-5%	-13	-2%	-2%	5%
c1cncc(-c2nnc3sc(-c4ccco4)nn23)c1	?	-3%	-20	0%	2%	11%
O=C1OCCC1Sc1nnc(-c2ccccc2Cl)n1Cc1ccccc1 (stereo not given)	10%	4%	0	-7%	0%	9%
CC(C)CCNC(=O)c1cn(C)c2ccc(S(=O)(=O)N3CCCC3)cc2c1=O	-6%&2%	3%&1%	-1&-5	5%	.	19%
(more compounds)
SMILES	AmpC detergent	Sm TGR block	HCMV inh	AMA1 RON2 block	FBPA Giardia inh	HCV inh
COc1ccc(OC)c(/C=N/NC(=O)CCN2CCN(C(c3ccccc3)c3ccccc3)CC2)c1	-13%	-2%	-11	10%[2.32 µM]	2%	10µM*
COc1ccc(CNc2nc(SCc3ccccc3Cl)nc3ccccc23)cc1	11%	5%	42	.	.	.
Cc1cc(C(=O)COC(=O)CN=C2NS(=O)(=O)c3ccccc32)c(C)n1CCc1ccc(Cl)cc1	?	-22%	-3	6%	-1%	-5%
NC(=Nc1ccccc1)N(c1ccccc1)c1ccccc1	.	.	-38	36%	.	-1%
NC(=O)CSc1nnc(C2CC2)n1Cc1ccccc1	-11%	6%	45	3%	-2%	6%
CCOC(=O)c1nn(-c2cc(C(=O)OC)cc(C(=O)OC)c2)cc1O	?	9%	16	1%	2%	4%
O=C(Cn1cnc2ccccc2c1=O)Nc1ccc(-c2nnc3n2CCCCC3)cc1	-2%	0%	3	11%	8%	18%
O=C(NCCN1CCN(Cc2ccccc2)CC1)c1ccc(CS(=O)(=O)c2ccc(Br)cc2)o1	-3%	-35%	-11	-2%	1%	-15%
Cc1ccc(OCC(=O)N(C)Cc2ccccc2)c([N+](=O)[O-])n1	-4%	1%	-8	13%[11.6 µM]	3%	6%
COc1ccc([N+](=O)[O-])cc1NC(=O)CC1SC(=Nc2cccc(C)c2C)N(/N=C(\C)c2ccc(C)cc2)C1=O (stereo not given)	-2%	.	18	11%	-7%	-20%
COC(=O)C1CCN(C(=O)[C@H](C)NC(=O)C2CC(=O)N(c3ccc(F)cc3)C2)CC1 (stereo not given in full)	-2%	2%	0	-4%	.	17%
Cc1ccc(C2C(S(C)(=O)=O)=C(O)C(=O)N2c2ccccc2)cc1 (stereo not given) (tested in a mixture with another compound)	-1%	-2%	-11	-7%	.	4%
CC(C)(CNC(=O)CO/N=C1/C=C2CCC3C(C(O)C[C@@]4(C)C3CC[C@]4(O)C(=O)CO)[C@@]2(C)CC1)C(O)C(=O)O (stereo not given in full)	0%	-11%	7	-8%	-9%	11%
Cc1c(CCOC(=O)c2cc([N+](=O)[O-])ccc2Cl)sc[n+]1CCCCS(=O)(=O)[O-]	8%	-4%	-9	-8%	6%	4%
CCOC(=O)c1c(C)[nH]c(C(=O)N2CCCC(C(=O)c3ccccc3OC)C2)c1C (stereo not given)	-8%	-4%	-8	-13%	-2%	15%
O=C(O)C1C2CCC(C2)C1C(=O)Nc1cccc([N+](=O)[O-])c1 (stereo not given)	3%	0%	17	2%	1%	9%
COc1ccccc1OCC(=O)NCC1CCCN(Cc2cnn(C)c2C)C1 (stereo not given)	-7%	-11%	26	-10%	.	34%[activator]
CN(Cc1c(C(=O)N/N=C/c2cccs2)nnn1-c1nonc1N)c1ccccc1	-2%	17%	39	-11%	-20%	2%
Cc1ccccc1C1CC(c2ccccc2OC(F)F)Nc2ncnn21 (stereo not given)	2%	5%	-21	-13%	-17%	8%
Cc1cccc(NC(=O)c2ccco2)c1C	?	-21%	-22	0%	6%	-3%
O=C(CCS(=O)(=O)c1ccccc1)NC1CCCC1	-5%	5%	5	0%	.	21%

Sorted by SMILES length (ascending): some entries from above.
SMILES	AmpC detergent	Sm TGR block	HCMV inh	AMA1 RON2 block	FBPA Giardia inh	HCV inh
CC(=O)c1ccc(OCC(=O)NCc2ccc(F)cc2)cc1	-7%	-24%	-16	5%	4%	-7%
CN1CCN(C(=O)C2CCCN(S(=O)(=O)c3ccc(F)cc3)C2)CC1 (stereo not given)	0%	2%	16	?	.	-3%
CC(=O)Nc1ccc(S(=O)(=O)NCC2CCC(C(=O)NCCC3=CCCCC3)CC2)cc1 (stereo not given)	?	-30%	72	0%	5%	-21%
COc1ccc(NC(=O)c2ccc(NC(=O)COC(=O)CC(NC(=O)c3ccccc3Cl)c3ccccc3)cc2)cc1 (stereo not given)	?	-10%	0	-9%	-4%	7%
